Compound activity (PubChem BioAssay)
CHT allo act = human CHT allosteric activation; hit rate 0.49% among 310,000; Q9GZV3; B-score at 10 µM; CHT-expressing cells, membrane potential dye, choline EC20; active compounds read high; LV-AA mutant CHT in HEK293 cells;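 active means initial fluorescence not abnormally high and integrated response B-score, plate-corrected, over 3 SD above library mean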
Target sequence (Q9GZV3 whole entry, looked up): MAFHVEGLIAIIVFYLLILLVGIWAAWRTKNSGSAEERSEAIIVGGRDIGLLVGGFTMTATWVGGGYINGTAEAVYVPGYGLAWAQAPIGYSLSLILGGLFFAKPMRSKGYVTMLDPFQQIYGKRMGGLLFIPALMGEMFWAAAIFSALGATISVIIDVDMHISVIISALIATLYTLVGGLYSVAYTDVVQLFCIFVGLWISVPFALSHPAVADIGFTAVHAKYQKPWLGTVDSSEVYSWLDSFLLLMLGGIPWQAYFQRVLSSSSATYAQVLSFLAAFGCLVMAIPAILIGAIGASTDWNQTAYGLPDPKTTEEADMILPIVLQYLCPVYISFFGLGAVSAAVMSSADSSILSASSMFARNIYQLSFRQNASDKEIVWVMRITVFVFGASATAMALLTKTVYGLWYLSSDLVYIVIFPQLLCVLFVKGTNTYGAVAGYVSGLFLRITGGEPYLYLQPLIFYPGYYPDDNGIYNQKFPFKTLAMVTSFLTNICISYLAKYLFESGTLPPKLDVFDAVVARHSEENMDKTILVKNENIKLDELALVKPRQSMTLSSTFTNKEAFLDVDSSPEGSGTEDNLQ
CHT inh = inhibits the human high affinity choline transporter. Q9GZV3. CHT-expressing cells, membrane potential dye, choline response; active compounds read low. B-score at 10 µM. hit rate 0.86% among 310,000. AID 488975;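 active means B-score over 3 SD under the library average, and starting fluorescence ratio not unusually high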;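 further: choline stimulus applied at its EC90 after an EC20 pre-addition; B-score computed on integrated fluorescence ratio after choline addition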
The depositor's hits bear a star; i = inactive.

SMILES	CHT allo act	CHT inh
Cc1ccc(NC(=O)C(c2ccc(Cl)cc2Cl)N2CCCC2)cc1 (stereo not given)	i	i
CNC(=O)N1c2ccccc2NC(=O)CC1C (stereo not given)	i	i
CC(=O)N1c2ccc(S(=O)(=O)N3CCC(C(=O)Nc4cccc(C)n4)CC3)cc2CC1C (stereo not given)	i	i
O=C(O)c1cc(-c2ccccc2Cl)n(-c2ccccc2)n1	i	i
CCCCC(=O)NC(=S)NNC(=O)CC#N	i	i
CC(C)(C)NC(=O)C1CC1(c1ccccc1)c1ccccc1 (stereo not given)	i	i
COC(=O)c1ccc(/C=N/N2CCN(Cc3ccc(C)cc3C)CC2)cc1	i	i
C=CCOc1ccc(C(=O)/C=C2/C(=O)Nc3ccccc32)cc1	i	i
O=c1c2ccccc2ncn1-c1ccc(Cl)cc1Cl	i	i
Cn1ncc(Cl)c1C(=O)N1CCN(c2cccc(Cl)c2)CC1	i	i
COc1ccc(C2CCCN2CC(O)COc2ccccc2C(C)C)cc1 (stereo not given)	10*	i
COc1ccc(C(c2c(C)n(C)n(-c3ccccc3)c2=O)c2c(C)n(C)n(-c3ccccc3)c2=O)cc1O	i	i
CC1(C)CC(=O)C=C(NNC(=O)c2ccccc2)C1	i	i
N#Cc1cnn(-c2cccc(Cl)c2)c1N	i	i
COc1ccc(OC2C(=O)N(Cc3ccc4c(c3)OCO4)C2c2cccs2)cc1 (stereo not given)	i	i
CC(NC(=O)c1ccncc1)c1ccc(Br)cc1 (stereo not given)	i	i
Cn1c(CNC(=O)CCNC(=O)c2ccc(F)c(F)c2)cc(=O)n(C)c1=O	i	i
Cc1c(C(=O)N2CCNCC2)oc2ccccc12	i	i
CCCNC(=O)C/C(C)=N/NC(=O)COc1ccc(C)cc1Br	i	i
O=C(O)c1ccccc1NCN1C(=O)C2CC=C(Cl)CC2C1=O (stereo not given)	i	i
COc1ccc(N2CCN(Cc3nc4c(c(=O)n(C)c(=O)n4C)n3C(C)C(C)=O)CC2)cc1 (stereo not given)	i	i
O=C(c1ccc(F)cc1)c1c[nH]c(C(=O)NCc2ccco2)c1	i	i
CCCOC(=O)c1ccc(Cl)c(NC(=O)c2ccc(-c3ccccc3)cc2)c1	i	i
COc1ccccc1CNC(=O)CCC(=O)N1CCOc2ccc(C)cc21	i	i

Some of the entries so far, with values under each structure.
The line under a structure holds: CHT allo act, CHT inh
- Cn1c(CNC(=O)CCNC(=O)c2ccc(F)c(F)c2)cc(=O)n(C)c1=O
→ i, i
- Cc1c(C(=O)N2CCNCC2)oc2ccccc12
→ i, i

Next section
SMILES	CHT allo act	CHT inh
Cc1ccc(-n2c(N)c(C(=O)Nc3c(C)n(C)n(-c4ccccc4)c3=O)c3nc4ccccc4nc32)cc1	i	i
OCC(O)C1OC(Nc2ccc(Br)cc2)C(O)C1O (stereo not given)	i	i
CC(CN1CCOCC1)OC(=O)c1ccc2c(c1)OCCO2 (stereo not given)	i	i
O=c1cc(CSc2nnc(-c3ccccc3)o2)c2ccccc2[nH]1	i	i
O=C(OCc1ccccc1)c1ccc2c(c1)-c1ccccc1C2=O	i	i
C=CCO/N=C(/C)c1c(O)c(CC)c(-c2ccccc2)n(-c2ccccc2)c1=O	i	i
Cc1ccc(NC(=O)C2CCN(c3ncnc4c3nc3n4CCCCC3)CC2)cc1Cl	i	i
N[C@@H](CO)c1nnc([C@H](CC(=O)O)NC(=O)C2CCNCC2)o1	i	i
COc1cccc(NC(=O)C2CCCN2C(=O)Nc2ccccc2F)c1 (stereo not given)	i	i
CC(C)c1nc(SCC(=O)Nc2cccc(C(F)(F)F)c2)c2c(=O)n(C)c(=O)n(C)c2n1	i	i
c1ccc(-c2c3ccccc3nc3[nH]c4ccccc4c23)cc1	i	i
CCN(C(=O)COC(=O)c1nc2nc(C)cc(C)n2n1)C1CCS(=O)(=O)C1 (stereo not given)	i	i

Fetched one by one from the list above, 2 records:
SMILES	CHT allo act	CHT inh
O=c1cc(CSc2nnc(-c3ccccc3)o2)c2ccccc2[nH]1	i	i
O=C(OCc1ccccc1)c1ccc2c(c1)-c1ccccc1C2=O	i	i

Next part
SMILES	CHT allo act	CHT inh
CC(C)(C)n1ncc2c(=O)n(CC(=O)Nc3ccccc3)cnc21	i	i
COc1cc(/C=C2/C(=O)N(c3ccc([N+](=O)[O-])cc3)N=C2N2CCOCC2)ccc1O	i	i
O=C(c1csc(Nc2ccccc2Cl)n1)N1CCCC1	i	i
CCn1c(N2CCN(S(=O)(=O)c3ccc(F)cc3)CC2)nc2ccccc21	i	i
O=C(O)c1cc(-c2cccnc2)nc2ccc(Br)cc12	i	i
O=C1NC2(CCCCCC2)C(=O)N1Cc1cccc(Cl)c1	i	i
Cn1c2c(c(=O)n(C)c1=O)C(C(F)(F)F)(C(F)(F)F)N=C(c1ccccc1Cl)N2	i	i
O=C(N/N=C/c1cc2ccccc2nc1Cl)c1ccncc1	i	i
Cn1cccc1CC(=O)NNC(=S)NC(=O)c1ccc(F)cc1	i	i
Cc1onc(-c2ccccc2Cl)c1C(=O)Nc1cccc(-c2cn3cccnc3n2)c1	i	i
Cc1ccc(N(Cc2cc3ccc(C)cc3[nH]c2=O)S(C)(=O)=O)c(C)c1	i	i
COc1ccc(Cl)cc1NC(=O)CN(C)C(=O)C1CC(=O)N(Cc2ccc(C)cc2)C1 (stereo not given)	i	i
Cc1ccccc1NS(=O)(=O)c1cc2c(cc1C)N(C)CCO2	i	i
O=C(NC(Cc1ccc2c(c1)OCO2)C(=O)N1CCCC1C(=O)O)c1ccccc1 (stereo not given)	i	i
CCC(=O)Nc1nc2ccccc2n1Cc1ccc(C)cc1	i	i
CCCN(C(=O)c1cc(S(=O)(=O)N2CCCCC2)ccc1Cl)C1CCS(=O)(=O)C1 (stereo not given)	i	i
O=C(CCCN1C(=O)C2CC=CCC2C1=O)Nc1cccc(F)c1 (stereo not given)	i	i
CC(C)c1ccc(/C=C2\SC(=S)N(CC(=O)NCCCN3CCOCC3)C2=O)cc1	i	i
COCCCNC(=O)c1ccc(CS(=O)(=O)Cc2cccc(C)c2)o1	i	i
COCc1cc(C)nc(OCC(=O)N/N=C/c2ccc(-c3cc([N+](=O)[O-])ccc3C)o2)c1C#N	i	i
CCOc1ccc(C(NC(C)=O)c2ccc(OC)c(OC)c2)cc1 (stereo not given)	i	i
CCCCCCc1nnc(N)s1	i	i
O=c1[nH]c(/C=C/c2ccccc2)c([N+](=O)[O-])c(=O)[nH]1	i	i
COc1cc(/C=C(\C#N)c2ccccn2)cc(OC)c1O	i	i
COC(=O)C1=CN(Cc2cccs2)C=C(C(=O)OC)C1c1cccc(OC)c1OC	i	i
Cc1nnc(SCc2cnc(-c3ccc(C(C)C)cc3)s2)n1C	i	-12*
O=C(NCCCN1CCOCC1)C1COc2ccccc2O1 (stereo not given)	i	i
CCC(CC)c1nnc(NC(=O)CCNC(=O)c2ccccc2Cl)s1	i	i
O=C(NCC1CCCO1)c1cccc(Oc2ccccc2)c1 (stereo not given)	i	i
CCOC(=O)Cn1c(N2CCOCC2)nc2c1c(=O)[nH]c(=O)n2C	i	i
CCC(=O)[C@@]1(C)[C@H](C)C[C@H]2[C@@H]3CCC4=CC(=O)C=C[C@]4(C)[C@H]3[C@@H](O)C[C@@]21C	i	i
S=C(Nc1ccc(Br)cc1)N1CCN(c2ccccn2)CC1	i	i
CCCCNC(=O)c1onc(CSc2ccc(C)c(C)c2)c1C(=O)O	i	i
CCCCCC(=O)Nc1ccc(N2CCN(C(=O)c3ccccc3)CC2)cc1	i	i
O=C1/C(=C/Nc2ccc3c(c2)OCO3)CCc2ccccc21	i	i
Cn1c(SCc2ccon2)nc2ccccc2c1=O	i	i
CC(c1ccncn1)N(C)C(=O)c1ccc2oc(Cc3ccccc3)nc2c1 (stereo not given)	i	i
Cn1cc(CN2CCCC(C(=O)c3ccc(-c4ccccc4)cc3)C2)cn1 (stereo not given)	i	i
C=CCn1c(=O)n(CCC#N)c(=O)n(CCC#N)c1=O	i	i
COCC(C)n1c(C)cc(C(=O)CSc2nnc(N)s2)c1C (stereo not given)	i	i
O=C(CN1CCN(c2ccccc2)CC1)N1N=CCC1c1ccccc1 (stereo not given)	i	i
CC1(C)CC(=O)C(C(c2ccncc2)C2C(=O)CC(C)(C)CC2=O)C(=O)C1	i	i
Cc1ccc(CNC(=O)C(=O)NCC2OCCN2S(=O)(=O)c2ccc3c(c2)OCCO3)cc1 (stereo not given)	i	i
CS(=O)(=O)N(CC(=O)NC1CCCC1)Cc1ccc(Cl)cc1	i	i
Cc1ccc(NC(=O)Cn2cc(C(F)(F)F)cc(Cl)c2=O)cc1S(=O)(=O)N1CCCCC1	i	i
Cn1cc2ccc([N+](=O)[O-])cc2n1	i	i
Cc1ccc(S(=O)(=O)N2CCCCC2CCNC(=O)C(=O)NCC2CCCO2)cc1 (stereo not given)	i	i
CC(C)=CC(=O)OCC(=O)Nc1cc(C)cc(C)c1	i	i

In the list so far, these contain a cyano group:
SMILES	CHT allo act	CHT inh
CCCCC(=O)NC(=S)NNC(=O)CC#N	i	i
N#Cc1cnn(-c2cccc(Cl)c2)c1N	i	i
COCc1cc(C)nc(OCC(=O)N/N=C/c2ccc(-c3cc([N+](=O)[O-])ccc3C)o2)c1C#N	i	i
COc1cc(/C=C(\C#N)c2ccccn2)cc(OC)c1O	i	i
C=CCn1c(=O)n(CCC#N)c(=O)n(CCC#N)c1=O	i	i

New compounds follow
SMILES	CHT allo act	CHT inh
COc1ccccc1CN=Cc1[nH]c2ccc(Br)c(Cl)c2c1O	i	i
Cc1c(C)c2c(OCC(=O)NCCCO)cc3c(c2oc1=O)CCC(C)(C)O3	i	i
O=C(COc1ccc(S(=O)(=O)N2CCCC2)cc1)NCc1ccco1	i	i
CCN(C(=O)CSc1nc2ccc([N+](=O)[O-])cc2s1)C1CCS(=O)(=O)C1 (stereo not given)	i	i
Cc1ccc2c(c1)C1CN(C)CCC1N2C(=S)Nc1ccc(OC(F)F)cc1 (stereo not given)	i	i
Cc1nc2ccccc2c2oc(C(=O)N3CCc4ccccc4C3)cc12	i	i
O=c1c(Cc2ccccc2)c(O)c2cccc3c4c(n1c23)CCCC4	i	i
N#Cc1c(Cl)nsc1NN	i	i
COC(=O)c1sc(NC(=S)NC(=O)c2cccc(C)c2)nc1C	i	i
C=CCn1c(CC#N)nnc1N1CCOCC1	i	i
CCCNC(=O)c1c(N)n(-c2ccc(S(N)(=O)=O)cc2)c2nc3ccccc3nc12	i	i
C=CCn1c(SCc2ccc(OC)cc2)nnc1-c1cccnc1	i	i
COc1ccc(F)cc1S(=O)(=O)N1CCN(C(=O)c2ccco2)CC1	i	i
Cc1cc2c(NC(=O)Nc3ccc(C(F)(F)F)cc3)cccc2nn1	i	i
COc1ccc(Cl)cc1NC(=S)NCCc1ccc(F)cc1	i	i
COc1ccc(CCNC(=O)C2CC(c3cccc([N+](=O)[O-])c3)=NO2)cc1 (stereo not given)	i	i
Fc1ccccc1-c1nc2ncccc2o1	i	i
O=S(=O)(NCCc1csc(-c2cccnc2)n1)c1ccc(F)cc1	i	i
COc1ccc(N(CC(=O)Nc2ccccc2C(=O)N2CCCC2)S(=O)(=O)c2ccccc2)cc1	i	i
Clc1cccc(Cl)c1COc1ccncc1	i	i
CCc1ccc(CN2CCC(Oc3ccc(C(=O)N4CCCC4)cc3)CC2)cc1	i	i
COc1ccc(S(=O)(=O)N(C)CC(=O)NC2CC2)cc1OC	i	i
CC(=O)c1ccc(OCC(C)C)c(Cc2c(O)nc(N)[nH]c2=O)c1	i	i
Cc1onc(-c2c(F)cccc2Cl)c1C(=O)N(C)C1CCCCC1	i	i

One compound at a time (already shown). Order of values: CHT allo act | CHT inh
Listed for O=C(O)c1cc(-c2cccnc2)nc2ccc(Br)cc12 → i | i
Listed for C=CCO/N=C(/C)c1c(O)c(CC)c(-c2ccccc2)n(-c2ccccc2)c1=O → i | i
Listed for Cc1c(C)c2c(OCC(=O)NCCCO)cc3c(c2oc1=O)CCC(C)(C)O3 → i | i
Listed for Cc1ccc(N(Cc2cc3ccc(C)cc3[nH]c2=O)S(C)(=O)=O)c(C)c1 → i | i

Continuation.
SMILES	CHT allo act	CHT inh
CC(=O)Nc1ccc(NC(=O)c2nc(-c3ccccc3)oc2C)cc1	i	i
O=C(N/N=C/c1ccccc1F)c1cc2c(ccc3ccccc32)o1	i	i
Cc1ccc(Cl)cc1Nc1nc(-c2sc(NC(=O)c3ccccc3)nc2C)cs1	i	i
COc1cccc(CN2CCN(Cc3cccc(Br)c3)CC2)c1OC	i	i
COCCn1cnc2c(c1=O)c1nc3ccccc3nc1n2/N=C/c1ccc(OC)c(OC)c1	i	i
CSCCC(NS(=O)(=O)c1ccc(C)cc1)C(=O)NC1CCCCCC1 (stereo not given)	i	i
Cc1ccnc(NC(=O)CSc2ccccn2)c1	i	i
Cc1[nH]c(=O)[nH]c(=O)c1CSc1nnc(CCCCCNC(=O)OC(C)(C)C)o1	i	i
CC(=O)Nc1ccc(S(=O)(=O)NNC(=O)c2ccc(C)cc2)cc1	i	i
O=C(O)/C=C/C(=O)NCc1ccccc1	i	i
COc1ccc(-n2cnc3sccc3c2=O)cc1	i	i
NC(=O)c1sc2nc(-c3cccnc3)ccc2c1N	i	i
Cc1ccc(C2(C)NC(=O)N(CC(=O)NC(=O)NC(C)C)C2=O)cc1 (stereo not given)	i	i
CCNC(=S)N/N=C/c1cccc(/C=N/NC(=S)NCC)c1	i	i
CCC(=O)Nc1ccc(NC(=O)c2ccco2)c(OC)c1	i	i
NC1=NN(c2cccc(C(=O)O)c2)C(=O)C1	i	i
O=C(NCCSc1c[nH]c2ccccc12)C1CC1	i	i
COc1ccc(CNC(=O)CN(c2ccccc2)S(=O)(=O)c2ccccc2[N+](=O)[O-])cc1	i	i
CC(=O)N1C(C(=O)O)CSC1c1cccc(C)c1 (stereo not given)	i	i
O=C(NC1CCCCC1)c1cc(-c2ccccc2O)on1	i	i
CCN(CC)c1ccc(NC(=O)CN2CCN(c3ccccn3)CC2)cc1	i	i
